Screening results: PubChem BioAssay, several laboratories
LAP4 TOR yeast: modulators of LAP4-GFP expression in yeast, primary screen, S. cerevisiae, multiplex flow cytometry, MLPCN library; 3 h; median GFP as percent of DMSO wells; GFP response vs DMSO, % at 10 µM; 320,000 compounds, 0.34% hits; AID 2023, 2009;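 active = GFP response vs DMSO above a set limit, about the screen mean plus 3 SD, cut at about 150% in these data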
procasp7 counter: procaspase-7 activators, primary screen, counter-screen for procaspase-3 activator project, biochemical, absorbance, HTS, human; AID 463210, 2010; Caspase-7 (Homo sapiens), P55210; recombinant procaspase-7, Ac-DEVD-pNA absorbance 405 nm; D23A/D198A/D206A triple mutant, cannot self-cleave; scale: DMSO 0, 5 µM enzyme 100; 330,000 compounds, 0.093% hits; activation, % at 8.5 µM;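 active = percent activation above the screen-wide mean plus 3 SD, cut at about 25% in these data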
Target sequence (P55210 whole entry D23A/D198A/D206A): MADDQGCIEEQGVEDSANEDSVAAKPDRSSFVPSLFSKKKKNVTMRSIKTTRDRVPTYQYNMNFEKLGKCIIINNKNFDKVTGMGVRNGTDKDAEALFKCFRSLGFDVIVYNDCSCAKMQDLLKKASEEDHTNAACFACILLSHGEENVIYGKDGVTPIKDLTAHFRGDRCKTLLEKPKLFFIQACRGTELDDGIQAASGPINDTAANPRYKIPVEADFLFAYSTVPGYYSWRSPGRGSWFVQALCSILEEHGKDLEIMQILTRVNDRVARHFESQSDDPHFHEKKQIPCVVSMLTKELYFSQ
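Detection: p-Nitroaniline absorbance at 405 nm, read at 0 and 120 min; system: Uncleavable procaspase-7 mutant enzyme; evaluation: % activation from two-timepoint absorbance difference, scaled to controls; times: 1 h enzyme–compound preincubation and 2 h substrate reaction, both 25 °C; buffer or medium: Zinc-free HEPES pH 7.4 with 300 mM NaCl, 0.01% Triton X-100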
proCasp3 act: activators of human procaspase-3 D3A mutant, primary screen, biochemical, absorbance, PC-3 D3A mutant, single concentration; recombinant procaspase-3 D3A, Ac-DEVD-pNA absorbance 405 nm; Caspase-3 (Homo sapiens), P42574; 330,000 compounds, 0.11% hits; activation, % at 8.5 µM;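 active = activation above the mean of all tested compounds plus 3 SD, cut at about 21% in these data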;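 also: 0% = DMSO alone and 100% = DMSO wells spiked with extra 5 µM PC-3 D3A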
Target sequence (P42574 whole entry D9A/D28A/D175A): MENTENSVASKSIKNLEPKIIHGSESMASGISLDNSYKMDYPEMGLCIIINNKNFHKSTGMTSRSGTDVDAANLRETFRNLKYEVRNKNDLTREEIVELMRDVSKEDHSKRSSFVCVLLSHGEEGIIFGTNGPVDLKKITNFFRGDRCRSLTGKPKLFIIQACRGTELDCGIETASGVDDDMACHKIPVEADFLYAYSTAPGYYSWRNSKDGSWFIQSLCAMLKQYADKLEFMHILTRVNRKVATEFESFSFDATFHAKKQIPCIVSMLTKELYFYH
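material = Procaspase-3 D3A mutant | probe or stimulus = Ac-DEVD-pNA | compound = single dose, 8.5 µM nominal compound, 0.8% DMSO | timing = 1 h preincubation, 2 h reaction | measured by = 405 nm absorbance of p-nitroaniline, reads at 0 and 120 min | benchmarks = DMSO-only low control, 5 µM PC-3 D3A high control | repeats = singlicate, each compound tested once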
CR mimetic SO: reduction of superoxide in aged yeast, primary screen, HTS; S. cerevisiae aged cells, superoxide DHE fluorescence; active compounds read low; superoxide response (% of plate mean), % at 10 µM; 330,000 compounds, 0.18% hits; AID 2690, 2010;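 active = superoxide response under a set limit, about three screen SD below normal, cut at about 65% in these data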;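 also: yeast aged for seven days with compound at 30 °C before DHE staining; 100% = average MFI of all compound-treated wells on the plate with controls excluded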
MEP2-GFP yeast: modulators of MEP2-GFP levels in yeast, primary screen, S. cerevisiae, multiplex flow cytometry, MLPCN library; 330,000 compounds, 0.51% hits; GFP response vs DMSO, % at 10 µM; S. cerevisiae MEP2-GFP strain, 3 h; 100% = DMSO control level; AID 2016, 2009;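 active = GFP response versus DMSO above a set limit, roughly screen mean plus 3 SD, cut at about 180% in these data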;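 also: median GFP fluorescence of the barcode-gated MEP2-GFP cells per well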
JMJD2C inh: inhibitors of GASC-1 histone demethylase, primary screen, biochemical, fluorescence, DELFIA europium. Lysine-specific demethylase 4C (Homo sapiens), Q9H3R0. inhibition, % at 2.35 µM. 330,000 compounds, 0.069% hits. GST-JMJD2C(1-420) H3K9me3 demethylation;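 active = more than half of a compound's replicate wells show inhibition beyond 50%, single wells judged on their own value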;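 also: signal counts dimethyl H3K9 product captured on neutravidin plate; 0% = median of DMSO wells and 100% = 0.3 times that DMSO median; strong numbers were not always called active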
Target sequence (Q9H3R0 1-420 limits assumed): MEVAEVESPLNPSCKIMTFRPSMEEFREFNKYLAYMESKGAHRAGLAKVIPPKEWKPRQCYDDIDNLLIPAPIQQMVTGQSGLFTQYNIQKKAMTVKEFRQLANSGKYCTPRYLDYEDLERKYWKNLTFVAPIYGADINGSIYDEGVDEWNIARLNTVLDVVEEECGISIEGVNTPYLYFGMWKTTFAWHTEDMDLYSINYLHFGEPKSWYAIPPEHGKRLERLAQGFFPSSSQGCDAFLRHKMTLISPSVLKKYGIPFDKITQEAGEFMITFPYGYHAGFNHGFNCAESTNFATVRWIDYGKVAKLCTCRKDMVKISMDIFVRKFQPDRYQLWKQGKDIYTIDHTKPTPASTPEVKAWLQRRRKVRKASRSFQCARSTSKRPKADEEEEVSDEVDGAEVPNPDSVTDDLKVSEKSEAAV
RPL19A-GFP yeast: RPL19A-GFP expression modulators in yeast, primary screen, cell-based, S. cerevisiae, multiplex flow cytometry, MLPCN; percent response vs DMSO, % at 10 µM; S. cerevisiae RPL19A-GFP strain, 3 h; active compounds read low; 330,000 compounds, 0.3% hits;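 active = percent response vs DMSO below 50%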;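 also: median channel GFP fluorescence of the barcoded RPL19A-GFP strain; ratio of sample median GFP to plate DMSO average so 100% = DMSO; lower means less RPL19A-GFP as with rapamycin TOR inhibition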
AHR activator: AHR activators, primary screen, cell-based, luminescence, luciferase reporter, human | Aryl hydrocarbon receptor (Homo sapiens), P35869 | AHR-responsive luciferase reporter cells | activation, % at 5 µM | 320,000 compounds, 2.5% hits; in the data active = activation above about 47%;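 also: 0% = vehicle wells and 100% = reference agonist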
* = called active by the depositor; · = no result given. Outcome played no part in choosing rows (roughly 3.8% active in at least one column).

A first look (2 entries):
SMILES	LAP4 TOR yeast	procasp7 counter	proCasp3 act	CR mimetic SO	MEP2-GFP yeast	JMJD2C inh	RPL19A-GFP yeast	AHR activator
CC(=O)c1c(C)[nH]c(C(=O)Nc2ccc(F)cc2F)c1C	100	7	8	87	104	40	107	98*
O=C(Nc1cccc(-c2csc(-c3ccccc3)n2)c1)c1cccs1	119	-3	10	80	93	14	96	45

This part in full, previewed entries included:
SMILES	LAP4 TOR yeast	procasp7 counter	proCasp3 act	CR mimetic SO	MEP2-GFP yeast	JMJD2C inh	RPL19A-GFP yeast	AHR activator
CC(=O)c1c(C)[nH]c(C(=O)Nc2ccc(F)cc2F)c1C	100	7	8	87	104	40	107	98*
O=C(Nc1cccc(-c2csc(-c3ccccc3)n2)c1)c1cccs1	119	-3	10	80	93	14	96	45
CS(=O)(=O)N1CCN(c2ccccc2NC(=O)c2cccs2)CC1	88	10	1	103	92	-10	95	-2
O=S(=O)(NCCc1ccncc1)c1cc(Br)ccc1F	90	13	0	104	104	18	97	8
Nc1nc(CC(=O)CSc2ccc(Cl)cc2)nc(Nc2ccc(F)cc2)n1	·	2	-1	102	·	-2	·	3
COCCCNC(=O)Cn1ccc(N)nc1=O	101	12	11	100	93	-6	101	-2
Cc1cc(C(=O)NC2CCCCC2)on1	100	8	4	79	92	1	100	2
c1ccc2c(c1)ncn2-c1ncnc2sc3c(c12)CCCC3	102	-11	0	115	104	1	99	2
COc1cc(OC)cc(-c2cc(N3C(=O)Nc4ccccc4N3O)n[nH]2)c1	92	1	-6	100	100	-1	97	0
COc1ccc(N2CCN(C(=O)CCCSc3nc4ccccc4[nH]3)CC2)cc1	85	1	-1	103	86	10	91	10
COc1ccc(C(CNC(=O)COc2ccc(Br)cc2F)N2CCCC2)cc1 (stereo not given)	108	6	2	95	110	11	107	1
C=CCN1C(=O)C2(NNc3ccccc3O2)c2ccccc21 (stereo not given)	126	-8	-13	92	124	12	105	39
CC1N=C(N)C(c2nc3ccccc3n2C)=C1O (stereo not given)	103	-1	-3	130	97	2	104	0
O=C(Cn1nnc2ccccc2c1=O)N1CCOCC1	103	-11	-2	99	101	-17	101	0
Cc1ccc2[nH]c(=O)c(C(c3nnnn3C3CCCC3)N(Cc3cccnc3)Cc3ccco3)cc2c1 (stereo not given)	99	7	-1	77	104	-2	100	1
Cc1ccc(C)c2sc(NC(=O)c3ccc(N4C(=O)CCC4=O)cc3)nc12	101	10	1	103	101	-2	97	-1
CC1(C)CC(=O)C2=C(C1)OC(N)=C(C#N)C2CCc1ccccc1 (stereo not given)	98	-11	-1	92	102	·	101	5
CCOC(=O)c1c(CSc2ccsc2)n(C)c2cc(Br)c(O)c(CN(C)C)c12	104	5	4	107	98	-7	98	5
Cc1ccc(S(=O)(=O)Nc2cccc(S(=O)(=O)Nc3ccccc3C(=O)O)c2)c(C)c1	93	-5	8	121	106	8	96	-2
Cc1ncc([N+](=O)[O-])n1CC(=O)Nc1ccc(OC(F)(F)Cl)cc1	106	7	5	94	110	0	115	2
CC1(C)C(C(=O)OCC(Cl)(Cl)Cl)N2C(=O)C(NC(=O)Cc3ccccc3)C2S1=O (stereo not given)	83	-8	-15	100	99	-2	100	-1
CCN(C(=O)COC(=O)c1cc([N+](=O)[O-])ccc1N1CCOCC1)C1CCCCC1	102	-12	6	100	101	-10	98	2
O=S1(=O)N=C2CCCCCN2C(c2ccccc2)N1 (stereo not given)	91	5	7	109	99	-9	100	2
Cc1cc(C(=O)Nc2ccon2)ccc1[N+](=O)[O-]	108	7	-4	100	102	4	102	2
CCOc1ccccc1N1CCN(CC(=O)Nc2nnc(CC)s2)CC1	103	-2	-2	110	106	5	108	3
SMILES	LAP4 TOR yeast	procasp7 counter	proCasp3 act	CR mimetic SO	MEP2-GFP yeast	JMJD2C inh	RPL19A-GFP yeast	AHR activator
Cn1c(=O)c2c(nc(NCC3CCCO3)n2Cc2cccc(Br)c2)n(C)c1=O (stereo not given)	99	4	1	109	97	-12	100	4
CCOC(=O)CSc1nc2ccccc2c(=O)n1-c1ccc(C)cn1	93	5	-2	96	93	-4	108	1
Cc1ccc2c(O)c(C)c(=O)[nH]c2n1	108	2	-2	98	100	2	101	-1
CCC(C)c1ccc(O)c(NC(=O)c2cccnc2)c1 (stereo not given)	104	-7	-7	106	102	19	99	60*
O=C(NC(=S)Nn1cnc2c(cnn2-c2ccccc2)c1=O)c1ccccc1	114	-21	-3	87	102	3	104	4
Cc1ccc(C(=O)OCC(=O)NCc2ccc(F)cc2)o1	88	-2	-5	106	94	3	92	-1
CC1Cc2cc(/C(O)=C3/C(=O)C(=O)N(CCCn4ccnc4)C3c3ccc(F)cc3)ccc2O1 (stereo not given)	107	-36	-6	119	108	-9	110	2
COc1ccccc1NC(=O)c1cc(Br)ccc1Cl	97	7	7	102	107	-1	107	65*
CC(=O)Nc1ccc(NC(=O)Nc2cccc(Cl)c2)cc1	90	-9	0	93	107	2	102	-2
COc1ccc(CNS(=O)(=O)c2ccc(-n3cnnn3)c(OC)c2)cc1	109	4	-1	89	97	-1	101	1
Cc1ccc(C(=O)Nc2cccc(C(O)c3ccccc3)c2)cc1 (stereo not given)	126	2	-6	99	114	0	107	7
COc1ccc(NC(=O)C2CCCN(CCCc3ccccc3)C2)cc1OCC(C)C (stereo not given)	101	-5	-9	97	103	-6	102	1
Cc1ccccc1-c1cc(C(=O)NCc2ccc3c(c2)OCO3)n(CC2CC(c3cccnc3)=NO2)n1 (stereo not given)	81	3	-3	105	92	0	101	0
Nc1ccc2nc[nH]c2c1	104	5	-7	107	63	-18	97	2
CC(C)Cc1ccc(S(=O)(=O)Nc2cccnc2)cc1	104	9	3	107	114	-6	97	5
CCc1ccc(NC(=O)CCc2nnc3ccc(N4CCCC4)nn23)cc1	99	1	6	100	103	1	100	6
COc1ccc2nc(/N=C/c3c(C)[nH]n(-c4ccc(C)cc4C)c3=O)sc2c1	92	-2	4	97	85	4	90	15
CSc1ccccc1C(=O)Nc1ccc(S(=O)(=O)NC2=NCCCCC2)cc1	93	21	4	102	91	0	94	-1
CCC(C(=O)N1CCN(S(=O)(=O)c2sc(C(=O)O)c(C)c2C(=O)O)CC1)c1ccccc1 (stereo not given)	88	-3	1	111	98	-10	92	-1
Cc1cc(CCCCCCCCc2cc(C)cc(=O)o2)oc(=O)c1	85	1	-1	94	98	9	109	1
O=[N+]([O-])c1ccc(Cl)c(/C=N/N2CCN(c3ccccc3)CC2)c1	102	3	1	85	95	-40	99	58*
CSc1ccc(S(=O)(=O)NCc2ccccc2)cc1	100	-3	0	107	104	4	99	5
O=C(/C=C\c1ccco1)c1ccc(NC(=O)c2ccco2)cc1	112	-8	-7	103	101	7	100	1
C=CC(COCc1ccccc1)N(Cc1ccccc1)S(=O)(=O)c1ccccc1Br (stereo not given)	105	-6	11	99	91	-14	96	2
CCn1c(NC2CCCCC2)nc2ccccc21	87	-4	7	113	96	11	93	2
SMILES	LAP4 TOR yeast	procasp7 counter	proCasp3 act	CR mimetic SO	MEP2-GFP yeast	JMJD2C inh	RPL19A-GFP yeast	AHR activator
CN(C)C(CNC(=O)C1CCCN1C(=O)c1cccs1)c1ccccc1 (stereo not given)	100	12	11	98	98	4	96	-1
COC(=O)c1cc(S(=O)(=O)N2CCC(c3ccccc3)C2)c[nH]1 (stereo not given)	91	4	7	96	108	2	98	1
O=c1cc(CO)[nH]cc1OCc1ccccc1	108	2	13	95	106	-7	103	3
Cc1ccsc1C(=O)OCC(=O)Nc1cccc(F)c1	118	-3	11	95	96	-3	97	-1
O=C(N/N=C/c1cccnc1)c1cc(-c2ccc(Cl)cc2)nc2ccccc12	116	4	6	101	105	-4	102	36
CCCCN(CC)CCNC(=O)c1ccc2c(Cl)c3c(nc2c1)CCC3	113	7	1	84	114	-1	118	4
Cc1c(Cl)cccc1N1C(=O)CC(N(O)c2ccccc2)C1=O (stereo not given)	106	-18	-13	93	99	-2	101	2
Cn1cc(S(=O)(=O)CC(=O)N2CCCc3ccccc32)c2ccccc21	102	3	-15	107	96	-5	95	10
CCOC(=O)C1C(=O)C=C(C)C(C(=O)OCC)C1c1cccc([N+](=O)[O-])c1 (stereo not given)	99	3	13	92	104	-29	107	1
O=C(O)c1ccc(N2C(=O)c3cccc4c(C(=O)O)ccc(c34)C2=O)cc1	87	-6	-2	100	102	-12	86	5
Cc1ccc(/C=C2/Sc3ccccc3N(CC(=O)NCCCOC(C)C)C2=O)cc1	82	-7	-16	98	68	5	102	-1
CCc1ccc(N(CC(=O)NC(C)(C)C)C(=O)CNC(=O)c2cccs2)cc1	101	9	5	102	106	-3	98	-1
CCOCC(=O)Nc1nc(C)cc(C)n1	88	14	9	96	98	6	93	0
Cc1ccc(-c2c(C(=O)Nc3ccccc3C)c(C)[nH]c(=S)c2C#N)o1	105	-29	-36	110	104	-76	99	7
O=C(COc1ncnc2cc([N+](=O)[O-])ccc12)NC(=O)NC1CCCCC1	101	5	3	122	98	-1	97	5
CCCCn1nnc(NC(=O)c2sc3cc(Cl)ccc3c2Cl)n1	105	7	3	91	98	10	98	-2
CCN(CCCNC(=O)C1CCN(S(=O)(=O)c2cccc3nonc23)CC1)Cc1ccccc1	96	-1	-1	91	102	-8	·	2
O=C(Nc1ccc(Cl)cc1)Nc1ccccn1	86	5	2	96	105	9	100	50*
CCOCCOCCC(C(=O)OCC)P(=O)(c1ccccc1)c1ccccc1 (stereo not given)	100	-1	-2	119	105	-3	96	0
O=C(Cc1ccsc1)N1CCc2c([nH]c3ccccc23)C1c1ccccn1 (stereo not given)	96	-8	-4	102	93	-16	95	41
CCC1CCC(C(=O)NNC(=O)OC)CC1 (stereo not given)	96	-13	4	106	102	6	106	1
O=C(/C=C/c1ccccc1Cl)NNC(=O)c1ccncc1	95	-8	2	95	97	-6	91	1
COc1ccc2c(-c3ccccc3)cc(SCC(=O)N(C)C3CCS(=O)(=O)C3)nc2c1 (stereo not given)	86	2	-2	97	105	-9	105	14
Cc1cc(=O)[nH]c(N/N=C/c2c(C)oc3ccccc23)n1	107	-4	-3	90	102	3	98	7
CCOC(=O)C1CCCCN1C(=O)c1oc2c(Cl)cc(C)cc2c1C (stereo not given)	94	-4	-3	95	95	0	98	1
COc1ccc(CC(=O)OCC(=O)Nc2ccc(OC(F)F)cc2)cc1OC	95	0	5	97	106	10	105	-1
COc1ccc(OC)c(C(C)NC(=O)c2ccc(Br)cc2)c1 (stereo not given)	100	11	0	102	97	1	95	3

Just proCasp3 act, RPL19A-GFP yeast and AHR activator, for 4 of the compounds above:
Structure | proCasp3 act | RPL19A-GFP yeast | AHR activator
O=C(COc1ncnc2cc([N+](=O)[O-])ccc12)NC(=O)NC1CCCCC1 | 3 | 97 | 5
CCCCn1nnc(NC(=O)c2sc3cc(Cl)ccc3c2Cl)n1 | 3 | 98 | -2
CCN(CCCNC(=O)C1CCN(S(=O)(=O)c2cccc3nonc23)CC1)Cc1ccccc1 | -1 | · | 2
O=C(Nc1ccc(Cl)cc1)Nc1ccccn1 | 2 | 100 | 50*
